# KCNQ2 inh: KCNQ2 channel blockers in CHO-K1 cells – cell-based, FluxOR thallium flux, B-score, primary screen (AID 2156) | O88943 | 20 min; active compounds read low | B-score at 10 µM | 1.1% of 310,000 active;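 active = fluorescence ratio B-score at most minus 3 library SDs, with starting brightness B-score within 2 library SDs, cut at about -5.5 in these data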
# Target sequence (O88943 whole entry, looked up): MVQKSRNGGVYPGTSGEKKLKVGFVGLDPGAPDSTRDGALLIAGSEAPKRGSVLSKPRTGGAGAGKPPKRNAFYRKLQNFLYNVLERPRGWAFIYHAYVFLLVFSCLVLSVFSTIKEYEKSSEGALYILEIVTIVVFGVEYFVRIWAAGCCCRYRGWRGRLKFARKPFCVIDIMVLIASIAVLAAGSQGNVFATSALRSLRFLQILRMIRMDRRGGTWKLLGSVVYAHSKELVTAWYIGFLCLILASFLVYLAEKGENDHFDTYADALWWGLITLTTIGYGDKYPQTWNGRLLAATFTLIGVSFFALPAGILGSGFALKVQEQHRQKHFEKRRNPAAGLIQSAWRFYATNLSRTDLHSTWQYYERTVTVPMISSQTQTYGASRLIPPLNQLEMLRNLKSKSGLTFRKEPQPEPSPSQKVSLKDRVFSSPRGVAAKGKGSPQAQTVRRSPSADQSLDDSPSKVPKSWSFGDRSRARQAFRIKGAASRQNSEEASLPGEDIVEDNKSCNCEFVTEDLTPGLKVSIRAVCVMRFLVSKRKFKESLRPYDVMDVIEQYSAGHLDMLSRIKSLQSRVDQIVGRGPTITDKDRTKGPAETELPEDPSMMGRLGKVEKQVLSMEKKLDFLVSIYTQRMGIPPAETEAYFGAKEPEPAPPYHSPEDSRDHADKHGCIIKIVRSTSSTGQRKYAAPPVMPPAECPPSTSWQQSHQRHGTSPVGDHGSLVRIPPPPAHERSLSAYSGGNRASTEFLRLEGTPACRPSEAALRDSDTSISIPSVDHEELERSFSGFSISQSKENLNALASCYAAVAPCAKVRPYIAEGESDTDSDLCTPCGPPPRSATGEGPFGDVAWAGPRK
# Kir21 inh: Kir2.1 (mouse) channel inhibition | P35561 | HEK293-Kir2.1, FluxOR thallium flux fluorescence; active compounds read low | B-score at 10 µM | 0.85% of 310,000 active;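 active = fluorescence ratio B-score at or below minus 3 SD of library scores, with starting-brightness B-score within 2 SD, cut at about -4.2 in these data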;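 also: channel flux triggered by added potassium and thallium sulfate stimulus; B-score of peak minus minimum fluorescence over baseline after thallium stimulus; more negative B-score means stronger Kir2.1 block with less thallium influx; some compounds called inactive have numbers as strong as hits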
# Active calls of the source: *; i = inactive.
smiles,KCNQ2 inh,Kir21 inh
Cc1nc(=S)n(-c2ccccc2)[nH]1,i,-0.7
COCCn1c(=NC(=O)c2cccs2)sc2cc(NC(C)=O)ccc21,i,0.15
CC(C)SCc1cc(N2CCCC2)nc(-c2ccccc2)n1,i,-0.03
O=C(NCCc1ccccc1)c1cc(-c2ccco2)on1,i,-0.61
CC1CC1C(=O)OCC(=O)Nc1cccc(S(=O)(=O)NC2=NCCCCC2)c1 (stereo not drawn),i,-0.01
Cc1noc(C)c1COC(=O)c1cc(C)n(-c2ccccc2)c1C,i,0.9
COc1ccccc1C(=O)Nc1ccc(S(=O)(=O)Nc2cc(C)nc(C)n2)cc1,i,-0.02
C=CCNC(=O)/C(C#N)=C/c1ccccc1OCc1ccc(C(=O)OC)cc1,i,2
COc1cccc(N2CC(C(=O)Nc3nnc(SCC(=O)Nc4cc(C)on4)s3)CC2=O)c1 (stereo not drawn),i,0.33
CN(C)Cc1c(C(=O)N/N=C/c2cccc(OCc3c(F)cccc3Cl)c2)nnn1-c1nonc1N,i,1.1
CCC1CCCCN1C(=O)CSc1nnc(-c2c[nH]c3ccccc23)o1 (stereo not drawn),i,-2.2
O=C(CSc1cn(CCNC(=O)c2cccs2)c2ccccc12)NCC1CCCO1 (stereo not drawn),i,0.94
COc1ccc(OC)c(/C=C/C(=O)Nc2ccc3c(c2)CCC3)c1,i,-0.13
CC1OC(Oc2c(-c3cc(O)c(O)c(O)c3)oc3cc(O)cc(O)c3c2=O)C(O)C(O)C1O (stereo not drawn),i,-1.5
CCOc1cc(/C=N/NC(=O)C(=O)NCC2CCCO2)ccc1OCC(=O)N1CCOCC1 (stereo not drawn),i,-0.49
CC(=O)N1CCc2cc(Br)cc(S(=O)(=O)NCc3ccc(Cl)cc3)c21,i,-2.5
O=C(c1ccc(Cn2cc([N+](=O)[O-])cn2)o1)N1N=C(C(F)F)CC1(O)C(F)F (stereo not drawn),i,-0.05
O=C(CCn1c(=O)sc2ccccc21)Nc1ccon1,i,0.94
CCc1nonc1NC(=O)c1oc2ccccc2c1C,i,-0.28
CCCC(=O)NC(c1ccc(OCC)cc1)c1ccc(OC)c(OC)c1 (stereo not drawn),i,0.43
Oc1cccc(/C=N/Nc2cc(N3CCCC3)nc(N3CCCC3)n2)c1,i,-0.9
CC1=NNC(=O)/C1=C\c1cn(-c2ccccc2)nc1-c1ccccc1,i,-0.07
COc1ccc2[nH]cc(C(=O)CN3CCN(C(=O)c4ccco4)CC3)c2c1,i,0.16
COc1cccc(N=Nc2c(C)[nH]n(-c3ccccc3)c2=O)c1,i,0.13
Cn1cnc([N+](=O)[O-])c1Sc1ccc(Br)cc1,i,-1.7
CCOC(=O)CNC(=O)/C=C/c1ccc2c(c1)OCO2,i,-0.75
CC(OC(=O)c1cccs1)C(=O)NCc1ccccc1 (stereo not drawn),i,1.1
CCCCNC(=O)Cn1cnc2c(cnn2-c2ccc(C)cc2)c1=O,i,0.23
Cc1nn(CC(=O)N2CCC(C)CC2)c(=O)c2nn(-c3ccccc3)c(C)c12,i,1.8
CC1CCC(NC(=O)CCS(=O)(=O)c2ccc3c(c2)NC(=O)C(C)S3)CC1 (stereo not drawn),i,0.96
Cc1ccc(CNc2nc(C)cs2)cc1,i,-1.4
O=C(COc1ccc(Br)cc1)N(Cc1ccccc1)c1ccccn1,i,-0.6
C/C(=N\NC(=O)c1cc(-c2cccs2)nc2ccccc12)c1ccccn1,i,0.77
COCCn1c(SCC#N)nnc1-c1ccccc1,i,0
CCCCC#Cc1cncc(C(=O)NN)c1,i,0.47
O=c1c(Cl)c(NCc2ccccc2Cl)cnn1C12CC3CC(CC(C3)C1)C2,i,0.06
CC(c1nc2ccccc2c(=O)[nH]1)N1CCOCC1 (stereo not drawn),i,-0.5
CN(Cc1ccco1)C(=O)C1CCC(=O)N(CCc2cccc(F)c2)C1 (stereo not drawn),i,-2.7
CCN(CC)C(=O)CSc1nnc(-c2cccnc2)n1CCc1ccccc1,i,0.1
O=[N+]([O-])c1ccc(/C=N/n2c(-c3cccnc3)n[nH]c2=S)cc1,i,-1
CC(=O)N/C(=C/c1ccc(OS(=O)(=O)c2ccc(C)cc2)cc1)C(=O)NCCCO,i,1.4
Cc1cccc(-c2nc(CS(=O)CC(=O)NC3CCCCC3)c(C)o2)c1 (stereo not drawn),i,-1.1
COc1ccc(NS(=O)(=O)c2ccc(NC(=O)c3ccccc3Br)cc2)nn1,i,0.09
OCCCNC(=S)Nc1ccc2nc(-c3ccccn3)c(-c3ccccn3)nc2c1,i,0.23
COC(=O)C1=C(C(=O)c2ccc(C)cc2)C(c2ccc(OC)c(OC)c2)n2nnnc2N1 (stereo not drawn),i,0.96
Cc1cc(C)c(NC(=O)CCN2CCN(Cc3ccccc3)CC2)c(C)c1,i,-1.3
COc1cccc(/C=N/Nc2ccc([N+](=O)[O-])cc2)c1O,i,-0.75
Cn1c2ccccc2c2cnn(CC(=O)N3CCCCC3)c(=O)c21,i,-0.01
Cc1nccn1CCc1n[nH]c(=S)n1Cc1ccccc1,i,0.48
C=CCn1c(-c2ccoc2)n[nH]c1=S,i,0.36
O=S(=O)(c1cnc(Cl)c(Cl)c1)N1CCc2ccccc21,i,0.14
O=C(O)c1nn(CCOc2c(Cl)cccc2Cl)c(=O)c2ccccc12,i,-0.21
Cc1cc(N)n2ncc(-c3ccccc3)c2n1,i,-0.11
O=C(CSc1ccc2c(c1)OCCO2)Nc1cccc(S(=O)(=O)N2CCCCC2)c1,i,-0.26
CCOC(=O)C1(Cc2cccc(OC)c2)CCN(Cc2ccc(OC)c(O)c2)CC1,i,-1.4
O=S(=O)(NC1CCCCC1N1CCC(O)CC1)c1ccc(Cl)cc1 (stereo not drawn),i,1.2
O=C1CSC(=S)N1/N=C/c1cccc(C(F)(F)F)c1,i,-0.14
Fc1ccc(Br)cc1C1C=C(c2ccc(Br)s2)Nc2ncnn21 (stereo not drawn),i,0.16
CCCOc1ccc(CNC(=S)N/N=C/c2ccc([N+](=O)[O-])cc2)cc1,i,-0.3
CN(C)c1ccc(CNc2ccc3c(c2)ncn3C)cc1,i,-1.2

# Additional results.
smiles,KCNQ2 inh,Kir21 inh
COc1ccc(COC(=O)c2ccc(N3CCCC3=O)cc2)cc1F,i,-0.57
CCC(C(=O)NN1C(=O)c2ccccc2C1=O)c1ccccc1 (stereo not drawn),i,0.48
CC(=O)c1cccc(NC(=O)N2CCC(NC(=O)c3ccco3)CC2)c1,i,1.5
C(=N\Nc1nc2ccccc2s1)/c1ccccn1,i,-2.4
Cc1cc(C)nc(NC(=O)CSc2ncccn2)n1,i,-0.09
CCc1nnc(NC(=O)C2CC(=O)N(Cc3ccco3)C2)s1 (stereo not drawn),i,-1.9
CCCCCC(=O)NC(NC(=S)NC1CCS(=O)(=O)C1)C(Cl)(Cl)Cl (stereo not drawn),i,0.19
O=C(Nc1nnc(SCC(=O)N2CCOCC2)s1)C1CC(=O)N(c2ccccc2)C1 (stereo not drawn),i,0.03
O=C(Nc1ccc(F)c([N+](=O)[O-])c1)C1CC(=O)N(Cc2ccccc2)C1 (stereo not drawn),i,1.2
CCn1c(SCC(=O)OC)nnc1-c1c[nH]c2ccccc12,i,0.36
COc1ccc(C(=O)Nc2ccc3ccccc3c2)cc1OC,i,-0.48
O=C(NNS(=O)(=O)c1ccccc1F)c1sccc1-n1cccc1,i,-0.03
CCN(CC)S(=O)(=O)c1ccc(Cl)c(NC(=O)c2ccc(C#N)cc2)c1,i,-0.91
CSc1nc(N(C)NC(=O)c2ccc(Cl)cc2)c2ccccc2n1,i,-0.33
Cc1ccnn1CCC(=O)N1CCCC(Nc2ccc(F)c(F)c2)C1 (stereo not drawn),i,0.01
COC(=O)C1C(=O)c2c(n[nH]c2C)CC1(C)C (stereo not drawn),i,0.52
O=C1[C@@H]2C(c3cccnc3)=NO[C@@H]2C(=O)N1c1ccc(Br)cc1,i,1.3
O=C(NNC(=O)c1cnccc1C(F)(F)F)c1ccccc1,i,0.97
COc1ccccc1CCNC(=O)Cn1c(=O)oc2ccccc21,i,0
CCOC(=O)Cn1nnc2c(sc3nc4c(c(-c5ccc(Cl)cc5)c32)CCC4)c1=O,-6.7*,0.5

# Retrieved one by one from the list above (6):
smiles,KCNQ2 inh,Kir21 inh
CCOC(=O)C1(Cc2cccc(OC)c2)CCN(Cc2ccc(OC)c(O)c2)CC1,i,-1.4
Fc1ccc(Br)cc1C1C=C(c2ccc(Br)s2)Nc2ncnn21 (stereo not drawn),i,0.16
CC(OC(=O)c1cccs1)C(=O)NCc1ccccc1 (stereo not drawn),i,1.1
CC(C)SCc1cc(N2CCCC2)nc(-c2ccccc2)n1,i,-0.03
CC1CCC(NC(=O)CCS(=O)(=O)c2ccc3c(c2)NC(=O)C(C)S3)CC1 (stereo not drawn),i,0.96
C=CCn1c(-c2ccoc2)n[nH]c1=S,i,0.36

# Following part.
smiles,KCNQ2 inh,Kir21 inh
CSc1cccc(NC(=O)c2ccccn2)c1,i,1.4
O=C(NC(=S)NCc1ccccc1)c1cccnc1,i,0.11
CCOc1ccc(OCCC(=O)N2CCN(S(=O)(=O)c3ccc(OCC)cc3)CC2)cc1,i,1.2
CC(C)Cn1c(SCC(=O)NCc2ccc(Cl)cc2)nnc1-c1cccc(S(=O)(=O)N2CCOCC2)c1,i,-1.9
NS(=O)(=O)c1ccc(CCNC(=O)C(=O)c2c[nH]c3ccccc23)cc1,i,1.4
C/C(=N\Nc1ccc(C(=O)O)cc1)c1ccc(-n2ccnc2)cc1,i,1.1
CCOC(=O)C1=C(CN2CCSCC2)NC(=O)NC1c1cc(C)ccc1C (stereo not drawn),i,1.4
COc1ccc2[nH]cc(CCNC(=O)c3ccccc3Cl)c2c1,i,-0.99
CC1Cc2ccccc2N1C(=O)CN1CCCCC1 (stereo not drawn),i,0.2
N#Cc1nc(Cc2ccccc2)oc1NCCN1CCOCC1,i,-0.99
Cc1ccc(-n2nc(C)c3c(C(=O)OCC(=O)N(C)C4CCS(=O)(=O)C4)cc(-c4ccccc4)nc32)cc1 (stereo not drawn),i,-0.11
O=C(COC(=O)c1cc(=O)[nH]c2ccccc12)NCc1cccs1,i,0.09
Cc1cc2c(cc1S(=O)(=O)NC1CCCCC1C)OCC(=O)N2 (stereo not drawn),i,-0.52
C(=N\N1CCN(c2ccccn2)CC1)/c1ccco1,i,0.86
O=C(O)c1ccccc1COc1ccccc1Cl,i,-0.94
O=C(CNc1ccccc1F)N/N=C/C1CC=CCC1 (stereo not drawn),i,0.2
COC(=O)c1ccc(-n2c(C)cc(/C=N/Nc3nc(C)cc(=O)[nH]3)c2C)cc1,i,-0.48
CCN(CC)C(C(=O)NC1CCCCC1)c1ccc(C)cc1 (stereo not drawn),i,1.1
O=C1c2ccccc2C(=O)N1CC1c2ccccc2CCN1C(=O)N1CCOCC1 (stereo not drawn),i,0.02
O=C(COC(=O)c1nc(Cl)ccc1Cl)NC1CCS(=O)(=O)C1 (stereo not drawn),i,-1.2

# Exported with values ahead of the structure: part of the list above
KCNQ2 inh | Kir21 inh | compound
i | 0.11 | O=C(NC(=S)NCc1ccccc1)c1cccnc1
i | 1.2 | CCOc1ccc(OCCC(=O)N2CCN(S(=O)(=O)c3ccc(OCC)cc3)CC2)cc1

# Next section
smiles,KCNQ2 inh,Kir21 inh
C[C@H](NC(=O)c1ccco1)C(=O)NCCc1ccc(S(N)(=O)=O)cc1,i,0.57
COc1ccccc1NC(=O)CCN1C(=O)C2CC=C(Cl)CC2C1=O (stereo not drawn),i,0.13
CCNC(=O)NC(=O)c1csc([N+](=O)[O-])c1,i,-0.03
COc1cc(/C=N/NC(=O)Cn2cnc3c2c(=O)n(C)c(=O)n3C)ccc1O,i,-0.01
Cc1cc(NS(=O)(=O)c2ccc(NC(=O)COc3ccccc3C(C)(C)C)cc2)no1,i,1.1
Cn1c(N)c(C(=O)c2ccc(C#N)cc2)c(=O)n(C)c1=O,i,-0.33
CCOC(=O)C1CCN(C(=O)c2ccc3c(Cl)c4c(nc3c2)CCCC4)CC1,i,-0.94
CN(C)c1ccc(/C=N/NC(=O)C(O)(c2ccccc2)c2ccccc2)o1,i,-1.5
COc1ccc(C(C)(C)C)cc1NC(=O)c1ccoc1C,i,-0.72
C=CCn1c(SCCC)nc(O)cc1=O,i,0.78
Cc1cc(NC(=O)c2ccccc2)n(C(C)(C)C)n1,i,-0.22
O=C(Nc1cccnc1)c1ccc2ccccc2c1O,i,0.02
COCCCNC(=O)CCc1c(C)nc2c(c(C)nn2-c2ccc(C)cc2)c1C,i,-2
CCN(CC)C(=O)Cn1cnc2sc(C(=O)N3CCN(c4ccc(F)cc4)CC3)c(C)c2c1=O,i,0.39
CC(=O)N1[C@H](C)C=C[C@]1(Cc1ccccc1)C(=O)O,i,-2.4
COc1ccc(Nc2ncnc3sc(-c4ccccc4)cc23)cc1OC,i,0.46
COc1ccc(NC(=O)/C(Cl)=C(/Cl)S(=O)(=O)Cc2ccccc2)cn1,i,-5*
COc1ccc(CCN(Cc2ccccn2)C(=S)Nc2ccccc2Cl)cc1OC,i,0.83
Cc1ccc(Nc2c(-c3ccccn3)nc3cc(C)ccn23)cc1,i,-0.46
Cc1ccc(Cn2ccsc2=NC(=O)COC(=O)c2ccc(NC(=O)CC#N)cc2)cc1,i,0.87
Nc1ccccc1C(=O)N1CCC(O)(c2ccc(Cl)cc2)CC1,i,-2
